Compound activity: PubChem BioAssay, Sanford-Burnham Center for Chemical Genomics
PfG6PD inh = PfG6PD (Plasmodium falciparum) enzyme inhibition. PfGluPho enzyme, NADPH resazurin-diaphorase fluorescence. inhibition, % at 20 µM. 350,000 tested, 0.78% active. AID 504690;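 active = inhibition reaching at least a set limit at 20 µM in the primary screen, cut at about 59% in these data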;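 also: 0% = DMSO wells with substrate and 100% = DMSO wells lacking glucose-6-phosphate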
SENP8 block-1 = blocks the human protease SENP8; purified SENP8, Z-RLRGG-aminoluciferin cleavage, luminescence; 330,000 tested, 1.2% active; inhibition, % at 10 µM; AID 2540; in the data active = inhibition above about 50%
Target sequence (Q96LD8 whole entry, looked up): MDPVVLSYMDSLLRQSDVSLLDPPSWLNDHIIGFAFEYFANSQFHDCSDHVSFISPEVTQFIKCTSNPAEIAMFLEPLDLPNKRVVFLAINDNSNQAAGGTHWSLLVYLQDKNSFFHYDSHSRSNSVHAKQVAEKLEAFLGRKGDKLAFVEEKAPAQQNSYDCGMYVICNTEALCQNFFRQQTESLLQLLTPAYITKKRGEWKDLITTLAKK
SENP8 block-2 = blocks human SENP8 cleavage of Nedd8 substrate. Q96LD8. recombinant SENP8, Nedd8 substrate fluorescence. inhibition, % at 20 µM. 360,000 tested, 0.64% active. AID 602440; in the data active = inhibition mostly above about 40%, no sharp cut-off; inactive = mostly below about 27%
SENP6 inh = blocks the human protease SENP6; Recombinant SENP6 catalytic domain, aminoluciferin luminescence; 330,000 tested, 1.8% active; inhibition, % at 10 µM;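 active = inhibition above about 50% at the single tested dose, limit read from the data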;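 also: plate controls were DMSO wells with enzyme for no effect and DMSO wells lacking enzyme for full effect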
beta cell repl = induces beta-cell replication in MIN6 cells. proliferation, % at 10 µM. 330,000 tested, 0.29% active. MIN6 cells proliferation, ATPlite luminescence, 48 h; cells starved in 0.2% serum; 100% = growth in 10% serum;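 active = compounds whose signal lies at least 3.5 SD above the mean of all wells on their plate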;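 also: 0% = DMSO-treated cells in low-serum medium and 100% = 10% serum control; some compounds called inactive have numbers as strong as hits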
SENP7 inh = SENP7 protease inhibition | Q9BQF6 | recombinant SENP7, Z-RLRGG-aminoluciferin luminescence, 40 min | inhibition, % at 5 µM | 330,000 tested, 1.5% active | AID 434973;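 active = inhibition above about 50% at the single test dose, limit read from the data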;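 also: plate controls were DMSO with enzyme for no effect and no enzyme buffer wells for full effect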
Target sequence (Q9BQF6 706-1050 limits assumed): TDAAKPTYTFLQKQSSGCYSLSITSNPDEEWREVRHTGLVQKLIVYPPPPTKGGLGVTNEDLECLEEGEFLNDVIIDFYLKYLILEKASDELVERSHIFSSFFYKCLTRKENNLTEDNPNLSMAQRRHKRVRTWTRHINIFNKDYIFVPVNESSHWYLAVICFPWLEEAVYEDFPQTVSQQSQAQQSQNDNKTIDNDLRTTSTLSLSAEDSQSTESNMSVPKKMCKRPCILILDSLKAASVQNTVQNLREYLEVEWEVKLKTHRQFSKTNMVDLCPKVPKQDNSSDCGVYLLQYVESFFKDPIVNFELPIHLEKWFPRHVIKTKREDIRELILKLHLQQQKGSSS
HKDC1 inhibitor = HKDC1 (human) hexokinase inhibition; Q2TB90; recombinant HKDC1, G6PDH/diaphorase resazurin coupled fluorescence; inhibition, % at 20 µM; 340,000 tested, 0.16% active; AID 493160;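 active = inhibition above about 35% when tested at 20 µM, limit read from the data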;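 also: plate controls were DMSO wells with enzyme for no effect and DMSO wells lacking enzyme for full effect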
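Test system: Recombinant HKDC1 (HK5) hexokinase enzyme, produced in-house | Input: HKDC1 at 5 µg/mL | Buffer or medium: Tris pH 8.0 buffer with MgCl2, Tween-20, BSA, BME | Schedule: 90 min reaction incubation at room temperature, dark | Technique: Resazurin-to-resorufin fluorescence via G6PDH and diaphorase coupling, 525/613 nm | Controls: DMSO wells with and without enzyme mix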
UBC13 inh = human UBC13 polyubiquitination inhibition; UBC13 polyubiquitin chain formation, TR-FRET; AID 485273; inhibition, % at 20 µM; P61088; 330,000 tested, 0.47% active; in the data active = inhibition above about 45%, passing the limit was not always enough
Target sequence (P61088 whole entry, looked up): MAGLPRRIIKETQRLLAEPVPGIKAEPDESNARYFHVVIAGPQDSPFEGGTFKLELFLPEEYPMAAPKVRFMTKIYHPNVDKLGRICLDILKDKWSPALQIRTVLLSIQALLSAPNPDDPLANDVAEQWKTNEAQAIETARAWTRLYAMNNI
SENP1 inh = SENP1 (human) catalytic domain inhibition; 360,000 tested, 0.21% active; Q9P0U3; inhibition, % at 10 µM; recombinant SENP1 catalytic domain, CyPet-SUMO1-YPet FRET cleavage;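 active = inhibition at least 30% at 10 µM, raw YFP signal under a set limit, fluorescence ratio 0.5 to 1.5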;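 also: 0% = enzyme with DMSO and 100% = no enzyme wells; some results filed as inactive read as strong as hits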
Target sequence (Q9P0U3 419-644 limits assumed): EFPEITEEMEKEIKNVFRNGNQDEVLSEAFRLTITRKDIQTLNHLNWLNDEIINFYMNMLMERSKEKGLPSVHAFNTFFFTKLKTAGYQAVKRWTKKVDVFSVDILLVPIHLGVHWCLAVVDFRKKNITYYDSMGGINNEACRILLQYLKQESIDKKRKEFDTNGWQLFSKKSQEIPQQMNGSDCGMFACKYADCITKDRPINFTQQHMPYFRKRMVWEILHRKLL
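Material – human SENP1 catalytic domain · Input – SENP1 enzyme, 20 pM final · Compound dosing – single concentration of 10 µM compound, 0.5% DMSO final · Timing – enzyme reaction for 50 min at room temperature, dark · Measured by – FRET fluorescence in CFP and YFP emission channels · Control set – no-enzyme wells low, DMSO-plus-enzyme wells high control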
* marks the source's active call; other numbers are inactive results.

For COCCNc1oc(-c2ccco2)nc1S(=O)(=O)c1ccccc1 the results were PfG6PD inh 12, SENP8 block-1 -9, SENP8 block-2 -16, SENP6 inh -11, beta cell repl 0, SENP7 inh 10, HKDC1 inhibitor -4, UBC13 inh -9 and SENP1 inh -2.
For O=C(NC(Cc1ccccc1)C(=O)NC1CC1)OCc1ccccc1 (stereo not drawn) the results were PfG6PD inh -1, SENP8 block-1 0, SENP8 block-2 24, SENP6 inh 2, beta cell repl -2, SENP7 inh 1, HKDC1 inhibitor -4, UBC13 inh -4 and SENP1 inh 0.
O=S(=O)(c1ccc(Cl)cc1)N1CCC2(CC1)OCCO2 was read as PfG6PD inh 6, SENP8 block-1 -8, SENP8 block-2 13, SENP6 inh -8, beta cell repl -1, SENP7 inh 15, HKDC1 inhibitor -2, UBC13 inh -9 and SENP1 inh 2.
For Clc1ccc(OCCN2CCCCC2)c(Cl)c1 the results were PfG6PD inh -2, SENP8 block-1 3, SENP8 block-2 13, SENP6 inh -14, beta cell repl -2, SENP7 inh 7, HKDC1 inhibitor -2, UBC13 inh -6 and SENP1 inh 1.
`CN(Cc1ccc(OCC(O)CN2CCCCC2)cc1)Cc1ccnc2ccccc12` (stereo not drawn) gave PfG6PD inh -12, SENP8 block-2 26, HKDC1 inhibitor 0 and SENP1 inh -13.
For Cc1ccc(C(=O)OCC(=O)NCC2COc3ccccc3O2)cc1 (stereo not drawn) the results were PfG6PD inh 0, SENP8 block-1 -9, SENP8 block-2 0, SENP6 inh -5, beta cell repl -1, SENP7 inh 1, HKDC1 inhibitor 0, UBC13 inh -2 and SENP1 inh 0.
Screening COc1ccc(Cl)cc1CN1CCOCC1 returned PfG6PD inh -9, SENP8 block-1 -2, SENP8 block-2 11, SENP6 inh 2, beta cell repl -2, SENP7 inh -8, HKDC1 inhibitor -5, UBC13 inh 3 and SENP1 inh 0.
`COc1cccc(C(=O)Nc2ccccc2F)c1` gave PfG6PD inh -2, SENP8 block-1 4, SENP8 block-2 11, SENP6 inh 19, beta cell repl 1, SENP7 inh 20, HKDC1 inhibitor -11, UBC13 inh 6 and SENP1 inh 2.
For CC(C)(C)CC(=O)Nc1ccc(S(=O)(=O)N2CCCC2)cc1 the results were PfG6PD inh -6, SENP8 block-1 -4, SENP8 block-2 9, SENP6 inh -19, beta cell repl -1, SENP7 inh 4, HKDC1 inhibitor -5, UBC13 inh -1 and SENP1 inh 0.
For Oc1ccc(Cl)cc1CNCc1ccc(F)cc1 the results were PfG6PD inh 6, SENP8 block-1 2, SENP8 block-2 15, SENP6 inh 3, beta cell repl 0, SENP7 inh 3, HKDC1 inhibitor 3, UBC13 inh 18 and SENP1 inh 1.
CCS(=O)(=O)Nc1c(C(=O)O)[nH]c2ccccc12 was read as PfG6PD inh -23, SENP8 block-1 7, SENP8 block-2 -225, SENP6 inh 0, beta cell repl -2, SENP7 inh -2, HKDC1 inhibitor -2, UBC13 inh 13 and SENP1 inh -6.
`O=C(COC(=O)c1cc(=O)[nH]c(=O)[nH]1)Nc1cccc(S(=O)(=O)N2CCCCC2)c1` gave PfG6PD inh 11, SENP8 block-1 3, SENP8 block-2 8, SENP6 inh -13, beta cell repl -2, SENP7 inh 5, HKDC1 inhibitor -6, UBC13 inh -6 and SENP1 inh 2.
CN(C)S(=O)(=O)c1ccc(C(=O)OCC2CC2(Cl)Cl)cc1 (stereo not drawn) was read as PfG6PD inh -6, SENP8 block-1 -1, SENP8 block-2 4, SENP6 inh -10, beta cell repl -1, SENP7 inh -3, HKDC1 inhibitor 0, UBC13 inh 3 and SENP1 inh 2.
O=C(CCNC(=O)C1CCN(S(=O)(=O)c2ccccc2)CC1)NCCc1ccc(Cl)cc1 was read as PfG6PD inh -2, SENP8 block-1 4, SENP8 block-2 15, SENP6 inh -11, beta cell repl -5, SENP7 inh 2, HKDC1 inhibitor -1, UBC13 inh 3 and SENP1 inh -1.
For CC(C)c1cccc(C(C)C)c1NC(=O)CN(C)C1CCS(=O)(=O)C1 (stereo not drawn) the results were PfG6PD inh -1, SENP8 block-1 10, SENP8 block-2 4, SENP6 inh -4, beta cell repl -2, SENP7 inh 1, HKDC1 inhibitor -6, UBC13 inh -1 and SENP1 inh 0.
`O=C(NC1CC(=O)N(c2ccc3c(c2)OCCO3)C1)N1CCCCC1` (stereo not drawn) gave PfG6PD inh -10, SENP8 block-1 -1, SENP8 block-2 6, SENP6 inh -15, beta cell repl 0, SENP7 inh 4, HKDC1 inhibitor -2, UBC13 inh -3 and SENP1 inh 0.
O=C(OCC#CCSc1nnc(-c2ccc(Br)cc2)o1)c1ccco1 was read as PfG6PD inh 16, SENP8 block-1 -15, SENP8 block-2 14, SENP6 inh -39, beta cell repl -1, SENP7 inh -7, HKDC1 inhibitor -3, UBC13 inh 5 and SENP1 inh 1.
Screening CC(C)n1cnc2c(NCc3ccccc3)cc(OCC3CCN(C)CC3)cc21 returned PfG6PD inh 65*, SENP8 block-1 45, SENP8 block-2 9, SENP6 inh 78*, beta cell repl -6, SENP7 inh 53*, HKDC1 inhibitor 16, UBC13 inh 4 and SENP1 inh -28.
Screening Cc1cc(C)c2nc(N3CCC(C(=O)NCc4ccccn4)CC3)sc2c1 returned PfG6PD inh 2, SENP8 block-1 -2, SENP8 block-2 6, SENP6 inh -5, beta cell repl -5, SENP7 inh -4, HKDC1 inhibitor -2, UBC13 inh -13 and SENP1 inh 3.
`CCOC(=O)c1ccccc1NC(=O)CC(C)CC(=O)O` (stereo not drawn) gave PfG6PD inh -15, SENP8 block-1 5, SENP8 block-2 -7, SENP6 inh -8, beta cell repl -1, SENP7 inh 4, HKDC1 inhibitor -2, UBC13 inh 0 and SENP1 inh 4.

Grouped by structure: the entries above with a furan ring, fused or not.
For COCCNc1oc(-c2ccco2)nc1S(=O)(=O)c1ccccc1 the results were PfG6PD inh 12, SENP8 block-1 -9, SENP8 block-2 -16, SENP6 inh -11, beta cell repl 0, SENP7 inh 10, HKDC1 inhibitor -4, UBC13 inh -9 and SENP1 inh -2.
O=C(OCC#CCSc1nnc(-c2ccc(Br)cc2)o1)c1ccco1 was read as PfG6PD inh 16, SENP8 block-1 -15, SENP8 block-2 14, SENP6 inh -39, beta cell repl -1, SENP7 inh -7, HKDC1 inhibitor -3, UBC13 inh 5 and SENP1 inh 1.

Next part
CCN1C(=O)C(O)(CC(=O)c2cccc(-n3cccc3)c2)c2ccccc21 (stereo not drawn) was read as PfG6PD inh -2, SENP8 block-1 0, SENP8 block-2 -2, SENP6 inh -1, beta cell repl -4, SENP7 inh -1, HKDC1 inhibitor -1, UBC13 inh 0 and SENP1 inh 1.
Screening O=C(C[C@H]1C/C=C\CC[C@H](Cc2ccc(F)cc2)C(=O)OCCNC1=O)NCCO returned PfG6PD inh 3, SENP8 block-1 7, SENP8 block-2 15, SENP6 inh 2, beta cell repl 2, SENP7 inh 13, HKDC1 inhibitor -6, UBC13 inh -3 and SENP1 inh 2.
`COC(=O)C1=C(N)Oc2cc(C)[nH]c(=O)c2C1c1ccncc1` (stereo not drawn) gave PfG6PD inh 3, SENP8 block-1 6, SENP8 block-2 28, SENP6 inh -6, beta cell repl 2, SENP7 inh 3, HKDC1 inhibitor -2, UBC13 inh 4 and SENP1 inh 2.
`COc1cccc(-n2c(=O)c3ccccc3n3c(=S)[nH]nc23)c1` gave PfG6PD inh 27, SENP8 block-1 10, SENP8 block-2 4, SENP6 inh -15, beta cell repl 2, SENP7 inh 1, HKDC1 inhibitor -2, UBC13 inh -6 and SENP1 inh 1.
For Cc1ccc(CNCc2cccnc2)cc1 the results were PfG6PD inh -2, SENP8 block-1 -4, SENP8 block-2 27, SENP6 inh 1, beta cell repl 1, SENP7 inh 7, HKDC1 inhibitor 0, UBC13 inh 1 and SENP1 inh 3.
Screening C=CCN(CC=C)CCOc1ccccc1F returned PfG6PD inh -2, SENP8 block-1 -13, SENP8 block-2 11, SENP6 inh -9, beta cell repl 3, SENP7 inh -7, HKDC1 inhibitor -11, UBC13 inh 5 and SENP1 inh 1.
For COc1ccc(CNC(=O)C[C@H]2C[C@H](C(=O)N(C(C)C)C(C)C)[C@@]3(C)c4[nH]c5cc(-c6ccco6)ccc5c4CCN3C2=O)cc1OC the results were PfG6PD inh 37, SENP8 block-2 -269, SENP7 inh 9, HKDC1 inhibitor 1 and SENP1 inh -8.
Screening CCOc1ccc(CCNC(=O)c2c(C)nn(-c3ccccc3)c2Cl)cc1OCC returned PfG6PD inh -4, SENP8 block-1 9, SENP8 block-2 -5, SENP6 inh 6, beta cell repl 2, SENP7 inh -1, HKDC1 inhibitor 0, UBC13 inh -1 and SENP1 inh 0.
For COc1ccccc1/C=N/NC(=O)c1cccc(NC(=O)c2ccccc2C)c1 the results were PfG6PD inh 8, SENP8 block-1 7, SENP8 block-2 -4, SENP6 inh 4, beta cell repl -3, SENP7 inh -5, HKDC1 inhibitor -1, UBC13 inh -1 and SENP1 inh 3.
COc1ccc(-c2nc(CCNC(=O)c3ccco3)cs2)cc1OC was read as PfG6PD inh 13, SENP8 block-1 6, SENP8 block-2 -330, SENP6 inh -4, beta cell repl 12, SENP7 inh -6, HKDC1 inhibitor 1, UBC13 inh 8 and SENP1 inh 3.
CCOC(=O)CN1C(=O)S/C(=C/c2ccc(OCc3ccc(C(=O)O)cc3)cc2)C1=O was read as PfG6PD inh -9, SENP8 block-1 -9, SENP8 block-2 4, SENP6 inh -10, beta cell repl -2, SENP7 inh -8, HKDC1 inhibitor 5, UBC13 inh -5 and SENP1 inh -1.
CCc1ccc2nc(NC(=O)c3ccc4c(=O)[nH]c(CN5CCOCC5)nc4c3)sc2c1 was read as PfG6PD inh -6, SENP8 block-1 2, SENP6 inh -14, beta cell repl -2, SENP7 inh -1, HKDC1 inhibitor 4 and UBC13 inh 1.
`O=C(NCC1(O)CCCCC1)C1CCC(=O)N(CCc2ccccc2)C1` (stereo not drawn) gave PfG6PD inh -13, SENP8 block-1 -8, SENP8 block-2 -6, SENP6 inh -10, beta cell repl -1, SENP7 inh -11, HKDC1 inhibitor -9, UBC13 inh -1 and SENP1 inh 2.
`Cc1ccc(S(=O)(=O)Cn2nnnc2C(c2ccc(F)cc2)N2CCCCC2)cc1` (stereo not drawn) gave PfG6PD inh -2, SENP8 block-1 -3, SENP8 block-2 7, SENP6 inh 4, beta cell repl -3, SENP7 inh 5, HKDC1 inhibitor 16, UBC13 inh 5 and SENP1 inh 2.
COCCNC(=O)/C(C#N)=C/c1cn(CC(=O)NCc2ccco2)c2ccccc12 was read as PfG6PD inh 9, SENP8 block-1 -2, SENP8 block-2 -48, SENP6 inh -12, beta cell repl 0, SENP7 inh -8, HKDC1 inhibitor -9, UBC13 inh -7 and SENP1 inh -41.
Screening CCOC(=O)c1csc(N/N=C2\CCCc3ccccc32)n1 returned PfG6PD inh 28, SENP8 block-1 5, SENP8 block-2 15, SENP6 inh 0, beta cell repl -4, SENP7 inh 1, HKDC1 inhibitor 18, UBC13 inh 7 and SENP1 inh -2.
Screening Oc1ccc(C(=S)N2CCCCCC2)cc1 returned PfG6PD inh -21, SENP8 block-1 -8, SENP8 block-2 10, SENP6 inh -25, beta cell repl -3, SENP7 inh -6, HKDC1 inhibitor -2, UBC13 inh -11 and SENP1 inh 0.
